High-throughput results (PubChem BioAssay)
AmpC no deterg: qHTS Inhibitors of AmpC Beta-Lactamase (assay without detergent); P00811; 330,000 compounds, 0.52% hits; Potency, µM (top dose mostly 57.1 µM), without a hit: top-dose activity change, negative = inhibition, actives largely listed as inhibitors; AmpC nitrocefin hydrolysis, absorbance 480 nm, 0.0001% Triton;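 also: potency is read from the fitted curve at half-maximal effect; plate controls were no compound for no effect and no enzyme for full effect; nearly all actives have a fitted effect of over 20% in size; some results filed as inactive show a strong effect at the top dose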
Target sequence (P00811 whole entry, looked up): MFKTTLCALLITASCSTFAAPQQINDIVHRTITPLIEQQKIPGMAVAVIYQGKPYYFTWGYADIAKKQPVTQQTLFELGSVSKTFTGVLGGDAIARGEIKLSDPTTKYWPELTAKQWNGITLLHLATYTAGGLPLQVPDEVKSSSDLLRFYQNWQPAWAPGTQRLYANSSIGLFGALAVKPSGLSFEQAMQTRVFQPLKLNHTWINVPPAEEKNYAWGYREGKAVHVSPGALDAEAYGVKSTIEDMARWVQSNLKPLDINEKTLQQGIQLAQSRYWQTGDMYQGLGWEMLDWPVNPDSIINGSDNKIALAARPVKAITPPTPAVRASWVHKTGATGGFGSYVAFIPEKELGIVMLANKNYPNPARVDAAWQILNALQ
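20 mM phosphate pH 7.0 + 0.01% (detergent screen) or 0.0001% Triton X-100; 5.3 nM AmpC reagent; cpd preinc 15 min RT; nitrocefin (800 uM stock) to start; A480 q20 s × 4 min; Activity was normalised to no-enzyme and no-compound control wells.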
TbPYK inhibitor: qHTS of Trypanosoma Brucei Inhibitors; pyruvate kinase (Trypanosoma brucei), Q57TT1; TbPYK enzyme, Kinase-Glo Plus ATP luminescence, 45 min; Potency, µM (doses to about 76.8 µM), inactives show at the top dose activity, negative = inhibition, actives largely listed as inhibitors; 410,000 compounds, 0.12% hits; also: potency is read from the fitted curve at half-maximal effect; % is scaled to controls: 0 for no effect and ±100 for the full control effect; nearly all actives have a fitted effect of over 50% in size
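Enzyme and substrate buffer are dispensed first and compound is pin-transferred. ADP at 130 uM final then starts the reaction, which runs 45 min at room temperature. Detection reagent is added for 10 min before luminescence is imaged.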
Pf growth 48h: Primary qHTS for delayed death inhibitors of the malarial parasite plastid, 48 hour incubation | Potency, µM (top dose mostly 28.7 µM), for the others: at the top dose activity change, negative = inhibition, usual class: inhibitors | P. falciparum luciferase growth in erythrocytes, 48 h | 310,000 compounds, 5.9% hits; also: potency is read from the fitted curve at half-maximal effect; % is scaled to controls: 0 for no effect and ±100 for the full control effect
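Cell-based growth assay: transgenic P. falciparum expressing firefly luciferase, cultured in red cells within RPMI 1640 containing 0.5% w/v Albumax, 24 mM bicarbonate and gentamycin. A drop in luciferase activity indicates inhibition.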
Cycloheximide cs: Cycloheximide Counterscreen for Small Molecule Inhibitors of Shiga Toxin; cell reporter, cycloheximide protein synthesis inhibition counterscreen; max response, %; 300,000 compounds, 12% hits; AID 2314, 2010; in the data active = max response mostly above about 13%, no sharp cut-off; inactive = mostly below about 14%; also: read at 38.3 µM for the half of the compounds with a filed dose; 0% is about no effect
Shiga toxin inh: A qHTS for Small Molecule Inhibitors of Shiga Toxin. Vero cells, Shiga toxin protein synthesis inhibition reporter. inhibition, % at 38.7 µM. 290,000 compounds, 9.2% hits. AID 2315, 2010; in the data active = inhibition mostly above about 28%, no sharp cut-off; inactive = mostly below about 43%; also: 0% is about no effect
Pf growth 96h: Primary qHTS for delayed death inhibitors of the malarial parasite plastid, 96 hour incubation. AID 504834, 2011. P. falciparum luciferase reporter growth, 96 h. Potency, µM (series often up to 28.7 µM), without a hit: top-dose activity change, negative = inhibition, hits mostly inhibitors. 320,000 compounds, 6.9% hits; also: potency is read from the fitted curve at half-maximal effect; % is scaled to controls: 0 for no effect and ±100 for the full control effect
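Two-generation exposure (96 h) targets delayed-death phenotype. Reporter parasites carrying integrated firefly luciferase, in red cells at 2% hematocrit and 0.05% parasitemia final, kept at 37 C, 5% CO2; luminescence loss indicates inhibition.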
LmPK inh: qHTS Assay for Inhibitors of Leishmania Mexicana Pyruvate Kinase (LmPK) | 290,000 compounds, 0.37% hits | purified LmPK, Kinase-Glo ATP luminescence, 1 h | Q27686 | Potency, µM (titrated, usually from 57.5 µM), without a hit: at the highest dose activity change, negative = inhibition, hits mostly inhibitors | AID 1721, 2009; also: potency is read from the fitted curve at half-maximal effect; % is scaled to controls: 0 for no effect and ±100 for the full control effect
Target sequence (Q27686 whole entry, looked up): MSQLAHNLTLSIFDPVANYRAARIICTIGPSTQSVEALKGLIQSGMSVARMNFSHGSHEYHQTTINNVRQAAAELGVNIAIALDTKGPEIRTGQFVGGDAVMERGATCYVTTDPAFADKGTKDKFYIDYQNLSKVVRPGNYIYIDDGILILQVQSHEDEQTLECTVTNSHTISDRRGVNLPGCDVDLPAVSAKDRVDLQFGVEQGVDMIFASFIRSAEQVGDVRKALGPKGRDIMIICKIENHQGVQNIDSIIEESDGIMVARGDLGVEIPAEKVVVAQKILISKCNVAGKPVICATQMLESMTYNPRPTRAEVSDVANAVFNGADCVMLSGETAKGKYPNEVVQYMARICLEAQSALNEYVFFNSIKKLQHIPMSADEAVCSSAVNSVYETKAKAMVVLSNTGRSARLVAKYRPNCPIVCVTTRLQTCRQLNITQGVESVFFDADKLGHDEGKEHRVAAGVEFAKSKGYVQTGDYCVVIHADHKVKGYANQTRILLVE
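ATP generated from ADP (0.1 mM) and PEP (0.5 mM) by 0.1 nM LmPK over 1 h at room temperature (pH 7.2 imidazole buffer) was detected by coupled luciferase luminescence. Values were normalized to uninhibited and no-enzyme wells.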
* hit, by the source's call; u = inconclusive; x = no result given; [ ] = another dose, or the depositor's remark. Unless noted, calls follow the shape of the dose curve; as a rule, active = well fitted curve in the direction sought with a large enough effect; inconclusive = small, poorly fitted or top-dose-only effect, or another doubt; inactive = no such curve, though single readings can be large; an effect the other way counts as inactive or inconclusive.

Each structure is followed by: Pf growth 48h, AmpC no deterg, Cycloheximide cs, Shiga toxin inh, TbPYK inhibitor, LmPK inh, Pf growth 96h
- Clc1cccc(CSc2ncn(-c3ccccc3)n2)c1
→ 27.4%, -15.7%, 22.7*, 35.3*, 0.7%, 6.2%, 43.8%[activator]
- O=C(NCC1CC1)Nc1ccccc1F
→ x, -8.5%, 2.4, 29.0, -1.9%, -1.2%, 36.3%[activator]
- CN(C)c1ccc(/C=N/N(Cc2ccccc2)c2ccccc2)cc1
→ -3.5%, -17.5%, 5.2, 8.1, -11.8%, 3.5%, 62.5%[activator]
- CCOC(=O)c1cc(C(=O)OCC)c(=O)[nH]c1N1CCCC1
→ 29.5%, 9.6%, 5.3, -2.3, -1.8%, 0.1%, -10.7%
- O=C(O)COc1ccc(/C=N/NC(=O)c2cn(-c3ccccc3)nc2-c2ccccc2)cc1
→ 8.6%, -33.5%, -3.7, -4.5, 2.6%, 6.9%, u
- O=C(N/C(=C\c1cccc([N+](=O)[O-])c1)C(=O)N1CCOCC1)c1cccc(Br)c1
→ u, -17.8%, 7.3, -5.3, 5.1%, 4.3%, u
- CCCOc1ccc(C(O)C(CN2CCOCC2)c2ccccc2)cc1 (centres undefined)
→ 8.28µM*, 47.6%, -2.4, 3.0, -0.9%, -3.3%, 8.28µM*
- CC(=O)Nc1ccc(NC(=O)CSc2ncnc3c2cnn3Cc2ccccc2)cc1
→ 0.0%, -10.5%, 6.0, 3.2, -0.3%, 5.1%, 20.0%
- Cc1ccc(C)c(OCC(=O)Nc2ccc(S(=O)(=O)Nc3ccccn3)cc2)c1C
→ 2.3%, -26.7%, -2.9, -9.8, -4.5%, 0.5%, 7.0%
- C=CCN1C(=O)C(Cc2ccc(C)cc2)S/C1=N/N=C/c1ccco1 (centres undefined)
→ u, -5.4%, 12.4, 21.2, -3.8%, 1.6%, u
- O=C(CSc1nnc(CNC(=O)c2ccco2)o1)Nc1cccc(F)c1
→ 27.9%, -12.9%, 14.9, -7.0, -3.1%, -3.9%, 59.8%[activator]
- N#Cc1ccc(NC(=O)CNc2cc(S(=O)(=O)N3CCOCC3)ccc2NCC2CCCO2)cc1 (centres undefined)
→ u, 55.4%, 5.4, -6.8, 4.6%, -5.3%, u
- O=C(c1ccccc1Br)N1CCN(c2ccc([N+](=O)[O-])c(N3CCOCC3)c2)CC1
→ -16.6%, 109.7%[activator], -5.7, -8.8, -7.5%, 0.3%, u
- CCc1ccccc1NC(=S)NCCSc1ccc(Cl)cc1
→ u, -3.5%, 3.1, -4.0, 1.1%, -4.3%, 4.15µM*
- CC(C)Cc1nnc(NC(=O)CCC(=O)Nc2ccccc2F)s1
→ 0.0%, -23.1%, -2.8, -15.8, -5.4%, 0.4%, 12.2%

(further entries)
Each structure is followed by: Pf growth 48h, AmpC no deterg, Cycloheximide cs, Shiga toxin inh, TbPYK inhibitor, LmPK inh, Pf growth 96h
- O=C(/C=C/c1ccc2ccccc2n1)c1cc(Br)ccc1O
→ u, -45.7%, 42.8*, 80.5*, 3.7%, -0.4%, u
- O=C(Nc1cccc(F)c1)c1cc(S(=O)(=O)N2CCC3(CC2)OCCO3)ccc1F
→ 13.3%, 0.2%, -4.5, -9.7, x, -1.5%, -15.1%
- C=C(C)COc1ccc(-c2[nH]ncc2-c2ccccc2)c(O)c1
→ 10.4µM*, -33.5%, -0.6, 13.0, 3.7%, -3.2%, u
- NC(=O)CC(NC(=O)Cc1cccc2ccccc12)c1ccc(N2CCN(c3ccccc3)CC2)c([N+](=O)[O-])c1 (centres undefined)
→ u, 29.5%, -1.9, 4.7, 0.9%, 1.5%, u
- CCCC(=O)OCC(=O)NC1CCCc2ccccc21 (centres undefined)
→ 1.9%, -16.5%, -2.7, -4.9, -7.2%, 7.4%, -13.2%
- CCO[C@@H]1OC(C(=O)NC2CC2)=C[C@H](c2c[nH]c3ccccc23)[C@H]1CCCO
→ -12.3%, 2.3%, 10.9, 52.1*, 2.7%, -3.5%, u
- CC(=O)N/C(=C\c1ccccc1)C(=O)OC(C)C(=O)N(C)c1ccccc1 (centres undefined)
→ -7.8%, -8.0%, x, x, -6.7%, x, 22.6%
- O=C(CCc1ccccc1)Nc1ccc2c(c1)C(=O)OC2
→ -1.1%, -12.7%, 10.4*, 28.9, -7.6%, -4.1%, 56.7%[activator]
- Cc1noc(C)c1S(=O)(=O)Nc1ccccc1OC(F)(F)F
→ 35.9%[activator], -10.1%, -1.4, -6.7, 2.8%, 1.4%, 34.0%[activator]
- COc1ccccc1C(=O)NC(=O)COC(=O)CCOc1ccccc1C
→ 6.6%, 19.6%, x, x, -10.2%, x, 18.1%
- N#C/C(=C\c1ccc(OCCN2CCOCC2)cc1)C(=O)Nc1ccccc1F
→ 3.1%, 9.9%, 14.8, -16.4, 1.4%, -8.7%, 108.1%[activator]
- Cc1ccc(N(CC(=O)NCCc2ccccc2)C(=O)c2csnn2)cc1
→ u, -10.1%, -1.4, 16.1, 0.0%, -7.4%, u
- CC(C)NC(=O)COc1ccc(S(=O)(=O)N(C)Cc2ccccc2)cc1
→ u, 48.0%, -2.8, -5.5, -2.0%, 0.4%, 9.1%
- CCOC(=O)NC(=O)c1cn(CCNCCO)c(=O)[nH]c1=O
→ 3.1%, -7.8%, -6.5, -7.8, 3.2%, 1.3%, u
- CC(C)(C)c1nc2ccccc2c2nnc(SCC(=O)Nc3nccs3)n12
→ 13.6%, -37.8%, -2.8, 3.6, -4.0%, 1.5%, 35.6%[activator]

New compounds follow:
Each structure is followed by: Pf growth 48h, AmpC no deterg, Cycloheximide cs, Shiga toxin inh, TbPYK inhibitor, LmPK inh, Pf growth 96h
- COc1ccc(CCN2CC(C(=O)NCc3cc(C(C)C)no3)CCC2=O)cc1 (centres undefined)
→ -32.5%, 49.8%, 7.7, 5.8, 3.2%, -14.5%, u
- CCN(CC)S(=O)(=O)c1cccc(-c2nnc(SCCOc3ccccc3)o2)c1
→ x, 14.6%, -1.8, 27.5, 3.1%, 12.3%, -45.0%
- CCO[C@H]1OC(C(=O)N2CCN(C)CC2)=C[C@@H](c2ccc3c(c2)OCO3)[C@@H]1CCCO
→ 8.3%, 0.8%, 1.2, -3.0, 5.9%, 4.2%, u
- Cc1ccc(NC(=O)C2CCCCC2)c(O)c1
→ 30.2%[activator], -9.9%, 20.9*, 40.5, x, 0.2%, -19.8%
- Cc1ccc(S(=O)(=O)NCC(=O)OCC(=O)Nc2ccccc2OC(F)F)cc1
→ 18.4%, -3.5%, -0.9, -0.1, 2.3%, 1.5%, 1.3%
- COc1ccc(C(=O)N[C@H]2CCCCNC2=O)cc1OC1CCN(C(C)C)CC1
→ 35.6%[activator], -14.6%, -3.8, -5.5, 9.0%, 3.1%, u
- O=C1OCC(c2ccccc2)=C1c1ccc(S(=O)(=O)N2CCOCC2)s1
→ u, -29.4%, 4.9, -4.1, -7.8%, -1.7%, 0.0%
- COc1cc2nc(Cl)nc(N3CCCCC3)c2cc1OC
→ u, -24.1%, -3.3, -7.7, 3.5%, 7.7%, -2.2%
- NC(=O)c1nsc(C(=O)N(Cc2ccco2)C(C(=O)NCC2CCCO2)c2ccc(O)cc2)c1N (centres undefined)
→ 0.6%, -1.7%, -0.9, -8.3, 0.4%, 0.0%, -25.2%
- N#Cc1nc(-c2ccco2)oc1NCCCN1CCOCC1
→ x, -10.0%, -1.5, 47.2, u, 5.8%, 48.5%
- Cc1ccc(S(=O)(=O)Nc2ccncc2)c(C)c1N(C)S(=O)(=O)c1ccc(F)cc1
→ -0.4%, -6.1%, -0.5, -14.6, -4.6%, -0.5%, 42.1%[activator]
- Cc1ccccc1OCC(=O)N/N=C1\CC(=O)CC(C)(C)C1
→ -12.5%, -13.8%, -1.2, -19.3, 1.9%, -12.1%, -25.7%
- Cc1ccccc1N1C(=O)CC(=O)NC1=O
→ x, -14.0%, -3.4, -9.3, 2.6%, 9.2%, 65.6%[activator]
- CCc1cc(=O)oc2c(C)c(O)c(CN(C)C)cc12
→ -14.6%, -20.2%, -8.5, -31.9, -12.4%, 13.3%, -18.3%
- CCC(C)c1ccc(NC(=O)C/C(C)=N/NC(=O)c2cnccn2)cc1 (centres undefined)
→ -10.2%, 36.4%, 24.3*, 48.1*, -1.5%, -0.3%, u

Continuation.
Each structure is followed by: Pf growth 48h, AmpC no deterg, Cycloheximide cs, Shiga toxin inh, TbPYK inhibitor, LmPK inh, Pf growth 96h
- Cn1nccc1C(=O)Nc1cccc(C(F)(F)F)c1
→ 8.5%, -2.3%, -4.0, 6.0, -5.5%, -0.1%, u
- O=C(NNC1=NCCN1Cc1ccccc1)c1cccc(C(F)(F)F)c1
→ 33.5%[activator], -27.7%, 1.2, -9.0, -19.0%, -1.8%, u
- CC1CC(C)CN(C(=O)c2nn(C)c3c2CSc2ccccc2-3)C1 (centres undefined)
→ u, 47.8%[activator], -0.1, 5.0, -1.0%, 0.4%, 5.86µM*
- CC1CCN(c2ccc3nnc(CCC(=O)NC(C)C)n3n2)CC1
→ 12.4%, 12.7%, -1.0, -3.7, 2.7%, 2.5%, -23.1%
- O=C(CSc1nnc(-c2ccccn2)o1)Nc1ccc(F)cc1
→ 180.1%[activator], -0.5%, 10.4, 24.5*, 11.2%, -6.3%, 13.0%
- COc1cc(/C=N/S(=O)(=O)CCc2ccccc2)ccc1O
→ -2.0%, -15.6%, -9.1, -7.3, -14.2%, -22.9%, u
- CCCCn1c(N)c(N(CCC(C)C)C(=O)COC(=O)c2cccnc2OCC)c(=O)[nH]c1=O
→ 4.5%, -4.5%, x, x, 5.9%, x, 52.6%[activator]
- O=C(N[C@@H](Cc1ccccc1)C(=O)NC1CCCCCC1)c1ccco1
→ x, -3.0%, 52.5*, 98.3*, -3.7%, -3.7%, 16.4%
- CCN(CC)S(=O)(=O)c1ccc(C(=O)N2CCc3ccccc32)cc1
→ -29.3%, -12.0%, 5.9, -15.9, 3.5%, 4.9%, u
- COc1ccc(CNC(=O)c2nnn(Cc3ccc(OC)cc3)c2N)cc1
→ 2.3%, -0.8%, 2.9, 15.0, -2.9%, 6.1%, u

For reference, four of the compounds above.
Each structure is followed by: Pf growth 48h, AmpC no deterg, Cycloheximide cs, Shiga toxin inh, TbPYK inhibitor, LmPK inh, Pf growth 96h
- CCCCn1c(N)c(N(CCC(C)C)C(=O)COC(=O)c2cccnc2OCC)c(=O)[nH]c1=O
→ 4.5%, -4.5%, x, x, 5.9%, x, 52.6%[activator]
- O=C(N[C@@H](Cc1ccccc1)C(=O)NC1CCCCCC1)c1ccco1
→ x, -3.0%, 52.5*, 98.3*, -3.7%, -3.7%, 16.4%
- CCN(CC)S(=O)(=O)c1ccc(C(=O)N2CCc3ccccc32)cc1
→ -29.3%, -12.0%, 5.9, -15.9, 3.5%, 4.9%, u
- COc1ccc(CNC(=O)c2nnn(Cc3ccc(OC)cc3)c2N)cc1
→ 2.3%, -0.8%, 2.9, 15.0, -2.9%, 6.1%, u

Random draw from the library, and some 22% of all compounds hit somewhere here.
